Rv3671c inh: Rv3671c (M. tuberculosis) protease inhibition | AID 2606 | 0.048% of 320,000 active | P9WHR9 | inhibition, % at 5.96 µM; in the data active means inhibition above about 38%;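 further: extracellular domain of Rv3671c used as enzyme; 0% = enzyme with DMSO and 100% = no enzyme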
MazEF act: MazEF (E. coli) toxin RNase activation. P0AE70. FAM/BHQ RNA-DNA oligo cleavage fluorescence, 5 h. activation, % at 20 µM. 0.32% of 350,000 active. AID 504720; in the data active means activation above about 50%
PrPC surface inh: inhibitors of human cell surface prion protein PrPC; P04156; TR-FRET read-out; inhibition, % at 13.8 µM; 0.43% of 370,000 active; in the data active means inhibition above about 24%; further: 0% = median of the test wells and 100% = reference compound wells
SSB-PriA inh: inhibitors of Klebsiella pneumoniae PriA binding to SSB C-terminal tail; AlphaScreen SSBct-PriA binding, biotinylated peptide; inhibition, % at 33 µM; 0.6% of 430,000 active; AID 1272365; in the data active means inhibition mostly above about 37%, no sharp cut-off; inactive means mostly below about 20%;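 further: plate controls were negative control peptide for no effect and reference peptide for full effect; strong numbers were not always called active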
VHR inh abs: blocks human VHR1 dual specificity phosphatase | inhibition, % at 13.3 µM | P51452 | 0.52% of 290,000 active | recombinant VHR phosphatase, pNPP absorbance; in the data active means inhibition above about 50%; further: some compounds called inactive have numbers as strong as hits
Target sequence (P51452 whole entry, looked up): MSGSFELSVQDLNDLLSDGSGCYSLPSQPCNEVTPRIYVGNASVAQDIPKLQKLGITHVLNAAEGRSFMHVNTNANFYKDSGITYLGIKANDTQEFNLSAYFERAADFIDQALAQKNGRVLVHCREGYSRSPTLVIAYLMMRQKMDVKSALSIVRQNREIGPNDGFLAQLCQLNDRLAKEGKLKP
Anthrax LF prot: inhibitors of Bacillus anthracis lethal factor protease | 0.12% of 360,000 active | inhibition, % at 10 µM | AID 588501 | multiplex microsphere protease cleavage assay, LF; further: plate controls were buffer without enzyme for full effect and enzyme alone for no effect
Target sequence (P15917 whole entry, looked up): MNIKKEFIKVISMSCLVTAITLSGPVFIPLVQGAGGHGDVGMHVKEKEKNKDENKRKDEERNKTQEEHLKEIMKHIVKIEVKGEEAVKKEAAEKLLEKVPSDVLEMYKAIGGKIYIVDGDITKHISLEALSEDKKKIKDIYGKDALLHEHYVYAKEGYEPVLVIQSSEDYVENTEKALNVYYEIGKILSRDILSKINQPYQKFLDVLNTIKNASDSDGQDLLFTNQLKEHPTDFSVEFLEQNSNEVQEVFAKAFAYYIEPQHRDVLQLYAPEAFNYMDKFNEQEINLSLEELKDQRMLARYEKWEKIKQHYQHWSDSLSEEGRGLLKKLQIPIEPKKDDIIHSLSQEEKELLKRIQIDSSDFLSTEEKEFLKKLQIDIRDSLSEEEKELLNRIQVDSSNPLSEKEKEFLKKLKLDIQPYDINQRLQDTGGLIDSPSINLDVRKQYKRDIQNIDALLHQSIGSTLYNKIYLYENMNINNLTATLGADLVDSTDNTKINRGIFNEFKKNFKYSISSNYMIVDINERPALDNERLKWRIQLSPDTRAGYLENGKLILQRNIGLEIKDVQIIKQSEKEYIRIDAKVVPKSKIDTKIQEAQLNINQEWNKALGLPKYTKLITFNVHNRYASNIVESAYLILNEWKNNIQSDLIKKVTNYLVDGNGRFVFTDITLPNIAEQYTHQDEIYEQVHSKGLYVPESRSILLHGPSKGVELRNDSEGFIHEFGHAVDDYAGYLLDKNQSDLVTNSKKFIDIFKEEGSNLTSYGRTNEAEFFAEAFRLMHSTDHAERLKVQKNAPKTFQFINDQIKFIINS
CCHFV vOTU inh: CCHFV vOTU protease inhibition; Pep-AMC fluorescence; AID 651958; 0.55% of 370,000 active; inhibition, % at 11.5 µM; in the data active means inhibition above about 30%; further: 0% = vehicle wells with enzyme and 100% = no enzyme wells
SARS 3CLpro inh: SARS-CoV 3CLpro protease inhibition; inhibition, % at 6 µM; recombinant SARS-CoV 3CLpro, quenched FRET peptide cleavage; 0.14% of 290,000 active; AID 1706; in the data active means inhibition above about 12%
BoNT F protease: BoNT F light chain protease inhibition; inhibition, % at 10 µM; 0.22% of 360,000 active; Multiplex microsphere protease cleavage assay, flow cytometry; in the data active means inhibition above about 35%, passing the limit was not always enough; inconclusive means no clear call, values can overlap the other calls; further: plate controls were buffer without enzyme for full effect and enzyme alone for no effect
BoNT-A LC inh2: inhibitors of Botulinum neurotoxin A light chain protease; multiplex microsphere protease substrate cleavage, flow cytometry; 0.17% of 360,000 active; AID 588499; inhibition, % at 10 µM; further: plate controls were buffer without enzyme for full effect and enzyme alone for no effect
An asterisk follows results filed as active; ? = inconclusive; . = not tested or not shown. Unless noted, no stated cut-off is given here; in the data, active means inhibition above about 30%; inconclusive means no clear call, values can overlap the other calls; inactive means below that.

Every second line gives: Rv3671c inh	MazEF act	PrPC surface inh	SSB-PriA inh	VHR inh abs	Anthrax LF prot	CCHFV vOTU inh	SARS 3CLpro inh	BoNT F protease	BoNT-A LC inh2
- OC1(c2ccc(Br)cc2)CN(c2ccccc2)C2=[N+]1CCS2 (centres undefined)
    4	-5	8	-1	2	-5	-4	1	0	0.4
- CCN1C(=O)N[C@@H](c2cccc(C(F)(F)F)c2)C(C(=O)OC)=C1C
    -6	-2	6	4	.	-6	-3	.	-3	0.3
- CCCS(=O)(=O)c1nc(S(=O)(=O)c2ccc(C)cc2)c(N2CCN(CCO)CC2)s1
    -14	0	-4	-5	-14	0	7	1	-1	-1.0
- O=C(NCC1COc2ccccc2O1)C1CCCN(S(=O)(=O)c2cccc3cccnc23)C1 (centres undefined)
    -3	5	-6	6	0	2	6	0	1	0.4
- O=C1C(Cl)=C(NC2CCCCC2)C(=O)N1Cc1ccccc1
    -5	-2	-3	-20	4	-9	-3	3	-1	-1.1
- N#Cc1ccc(C(=O)OCC(=O)Nc2cccnc2Cl)cc1
    -3	-1	-3	0	.	-2	-2	.	-2	0.1
- CCCn1nnc(NC(=S)NC(=O)CC)n1
    -1	-3	6	-12	10	-3	22	1	13	0.7
- CCCCC1CCC(C(=O)OCC(=O)Nc2ccc(S(N)(=O)=O)cc2)CC1 (centres undefined)
    -36	4	-6	-16	-1	-2	16	6	-14	-0.7
- OCC1CCCN(C(=S)Nc2ccc(Oc3ccccc3)cc2)C1 (centres undefined)
    5	-4	-1	4	22	0	-8	-3	1	0.1
- CC1CCN(CCCNc2cc(NCCO)c([N+](=O)[O-])c3nonc23)CC1
    -1	2	-38	-15	.	5	0	-6	20	1.5
- Cn1c(=O)[nH]c(=O)c2c1nc(N1CCOCC1)n2CCN1CCOCC1
    -9	1	1	-7	34	-2	-3	0	-1	0.4
- CC(NC(=O)CNC(=S)N(Cc1cccs1)C1CCCC1)c1ccccc1 (centres undefined)
    3	-4	14	1	8	-1	19	3	-3	0.4
- CSc1nc(-c2cccs2)c(C#N)c(=O)[nH]1
    0	-2	59*	-10	6	.	-7	-2	.	.
- CCOCCCNC(=O)Cn1cnc2c(cnn2-c2ccc(OC)cc2)c1=O
    -1	1	5	3	13	0	9	-9	?	0.6
- CN(C(=O)COc1cc(=O)n(C)c2ccccc12)c1cccc(Cl)c1
    13	3	10	-5	-17	-1	7	3	-2	-0.3

Reformatted with bars between the fields: entries from further up
compound | Rv3671c inh | MazEF act | PrPC surface inh | SSB-PriA inh | VHR inh abs | Anthrax LF prot | CCHFV vOTU inh | SARS 3CLpro inh | BoNT F protease | BoNT-A LC inh2
O=C(NCC1COc2ccccc2O1)C1CCCN(S(=O)(=O)c2cccc3cccnc23)C1 (centres undefined) | -3 | 5 | -6 | 6 | 0 | 2 | 6 | 0 | 1 | 0.4
O=C1C(Cl)=C(NC2CCCCC2)C(=O)N1Cc1ccccc1 | -5 | -2 | -3 | -20 | 4 | -9 | -3 | 3 | -1 | -1.1

More structures follow.
Every second line gives: Rv3671c inh	MazEF act	PrPC surface inh	SSB-PriA inh	VHR inh abs	Anthrax LF prot	CCHFV vOTU inh	SARS 3CLpro inh	BoNT F protease	BoNT-A LC inh2
- c1ccc(C2CC3CC4(CCCC4)N2O3)cc1 (centres undefined)
    3	-2	6	-6	9	3	-8	1	2	2.2
- c1ccc(-n2nnc3c(N4CCOCC4)ncnc32)cc1
    -6	3	4	-7	25	3	2	0	-12	-1.2
- CCc1ccc(OCC(=O)NC(=S)Nc2ccc(F)cc2)c(Br)c1
    -6	0	4	-14	13	1	-10	-4	-3	0.5
- O=C(COC(=O)c1ccc[nH]c1=O)NC1CCCC1
    3	5	10	0	25	1	-1	-1	-14	-0.1
- Cc1nn(Cc2ccc(Br)cc2)c(C)c1NC(=O)c1nn(C)cc1Cl
    -2	-16	1	5	-5	0	1	-1	2	0.1
- COC(=O)C1=C(C(C)=O)C(c2ccc(C)cc2)n2nnnc2N1 (centres undefined)
    3	4	-5	-7	24	-1	12	0	1	-0.4
- Nc1ccccc1-c1nc2ccccc2[nH]c1=O
    .	-2	-4	-7	-8	11	-5	-5	-8	2.1
- CCOc1ccc(C=NNc2ccc(S(=O)(=O)Nc3ccccc3C(=O)O)cc2[N+](=O)[O-])cc1
    10	-33	.	17	.	-1	.	.	9	0.0
- C/C(CC(=O)Nc1ccc(Cl)cc1Cl)=N\NC(=O)c1cnccn1
    -3	6	0	.	-6	-20	-1	3	?	-2.8
- O=C(Oc1ccc(C(=S)N2CCOCC2)cc1)c1ccc(F)cc1
    -11	2	10	-5	8	-2	-7	0	?	-3.2
- O=C1CCCN1c1cc(Cl)cc(Cl)c1
    -6	-3	9	-9	18	-2	3	0	-3	0.0
- COc1ccc(OC(C)C(=O)Nc2cccc([N+](=O)[O-])c2)cc1 (centres undefined)
    -10	3	-13	5	2	-2	6	2	1	-0.1
- NS(=O)(=O)c1ccc(NC(=S)N2CCN(Cc3ccc(Cl)c(Cl)c3)CC2)cc1
    -7	9	2	18	26	-2	4	-5	-6	-1.7
- CCCCCCCN1CCC(=O)N([C@H](CO)CC(C)C)CC1
    -9	-1	-8	-25	29	-12	7	-1	-7	0.1
- COc1cc(OC)cc(-c2nnc(SCC(=O)NCc3cccs3)o2)c1
    4	-11	-5	-14	0	-1	-12	-4	-7	-0.4
- O=C(c1ccc(OC2CCN(CCCc3ccccc3)CC2)cc1)N1CCCC1
    -2	1	-3	0	-3	2	18	-3	0	0.6
- COC(=O)[C@]1(C)N[C@H](CN(C)C(=O)c2ccc(F)cc2)[C@@H]2C(=O)N(C)C(=O)[C@@H]21
    -1	-3	1	-2	.	-1	-6	.	-6	-0.4
- CC(C)(CNC(=O)c1cccc(F)c1)CNC(=O)c1cccc(F)c1
    4	-2	-7	-10	.	-2	0	.	?	-1.8
- CCN1CCN(c2ccc(S(=O)(=O)N3CCCCC3)cc2NC(=O)c2ccc(F)cc2)CC1
    -5	8	-6	14	-2	-2	-5	-2	-3	2.5
- COC(=O)C1(C)NC(=O)c2ccccc2N1 (centres undefined)
    1	8	-3	-5	11	3	-36	1	-8	-0.2
- O=C(c1n[nH]c(=O)c2ccccc12)N1CCN(Cc2ccc3c(c2)OCO3)CC1
    1	3	7	1	0	6	1	-2	-2	1.6
- COCCn1c(C)cc(C(=O)COc2ccc(N(C)S(=O)(=O)c3ccc(C)cc3)cc2)c1C
    4	-4	-2	15	.	-3	3	.	-4	-0.4
- Cc1ccc2c(c1)N=C(c1ccccc1)CC(C(Cl)Cl)=N2
    2	-7	-3	27	8	.	10	7	.	.
- COc1cc(CNCc2ccccc2)ccc1OCC(O)c1ccccc1 (centres undefined)
    1	2	4	-10	-4	0	0	4	4	-1.2
- O=C(Nc1ccc(C(F)(F)F)cc1)C1CCN(S(=O)(=O)c2ccc(N3CCCC3=O)cc2)CC1
    8	7	5	-9	-13	-2	3	11	1	-0.4
- COCCNC(=O)C(c1cccs1)N(C(=O)Cn1nnc2ccccc21)c1ccccc1 (centres undefined)
    0	3	3	-12	10	-5	3	4	2	-0.4
- O=S(=O)(O)c1cc(O)c2ccc(Nc3ccccc3)cc2c1
    .	-31	-6	11	.	-8	-10	.	12	-0.7
- O=C(CN1C(=O)NC2(CCCc3ccccc32)C1=O)c1ccc(F)c(F)c1 (centres undefined)
    -3	-4	0	3	.	8	3	.	-3	0.0
- COc1ccc(C(=O)N[C@H](C(=O)OCc2nc3ccsc3c(=O)[nH]2)C(C)C)cc1
    4	-1	5	-15	.	-8	3	.	-67	-50
- CCN(CC)c1ccc(/C=N/NC(=O)c2cccc(S(=O)(=O)Nc3ccccc3OC)c2)c(O)c1
    25	-61	21	.	-1	2	-10	4	-9	5.3

Compounds listed so far containing a CF3 group (two):
Every second line gives: Rv3671c inh	MazEF act	PrPC surface inh	SSB-PriA inh	VHR inh abs	Anthrax LF prot	CCHFV vOTU inh	SARS 3CLpro inh	BoNT F protease	BoNT-A LC inh2
- CCN1C(=O)N[C@@H](c2cccc(C(F)(F)F)c2)C(C(=O)OC)=C1C
    -6	-2	6	4	.	-6	-3	.	-3	0.3
- O=C(Nc1ccc(C(F)(F)F)cc1)C1CCN(S(=O)(=O)c2ccc(N3CCCC3=O)cc2)CC1
    8	7	5	-9	-13	-2	3	11	1	-0.4

Retrieved by structure from the entries so far (5):
Every second line gives: Rv3671c inh	MazEF act	PrPC surface inh	SSB-PriA inh	VHR inh abs	Anthrax LF prot	CCHFV vOTU inh	SARS 3CLpro inh	BoNT F protease	BoNT-A LC inh2
- COc1cc(OC)cc(-c2nnc(SCC(=O)NCc3cccs3)o2)c1
    4	-11	-5	-14	0	-1	-12	-4	-7	-0.4
- NS(=O)(=O)c1ccc(NC(=S)N2CCN(Cc3ccc(Cl)c(Cl)c3)CC2)cc1
    -7	9	2	18	26	-2	4	-5	-6	-1.7
- O=C1C(Cl)=C(NC2CCCCC2)C(=O)N1Cc1ccccc1
    -5	-2	-3	-20	4	-9	-3	3	-1	-1.1
- COc1ccc(C(=O)N[C@H](C(=O)OCc2nc3ccsc3c(=O)[nH]2)C(C)C)cc1
    4	-1	5	-15	.	-8	3	.	-67	-50
- CSc1nc(-c2cccs2)c(C#N)c(=O)[nH]1
    0	-2	59*	-10	6	.	-7	-2	.	.

(listing goes on)
Every second line gives: Rv3671c inh	MazEF act	PrPC surface inh	SSB-PriA inh	VHR inh abs	Anthrax LF prot	CCHFV vOTU inh	SARS 3CLpro inh	BoNT F protease	BoNT-A LC inh2
- CCSc1nsc(NC(=O)Nc2cccc(C(C)=O)c2)n1
    -40	5	6	-3	6	0	6	0	1	-2.5
- NC(=O)C1CCN(c2ncccc2[N+](=O)[O-])CC1
    11	-1	-13	-9	26	3	0	0	-11	-0.9
- O=C(Cn1c(=S)[nH]c2ccccc2c1=O)N1CCc2ccccc2C1
    -13	-7	2	-2	19	3	-22	0	-2	0.3
- CN(C)c1nc(N)nc(CSc2ncc(Cl)cc2Cl)n1
    -6	-2	11	-13	-16	-3	-7	-1	-8	-0.5
- O=C(NCc1ccc(Cl)cc1)c1ccc(N2CCCC2=O)cc1
    6	5	-1	-16	4	2	-5	7	-3	0.2
- Cc1cccc(C)c1N(CC(=O)NCc1ccccc1)C(=O)c1csnn1
    1	2	-2	-15	20	-3	-3	0	-2	-0.3
- Cn1c(=O)c2c(nc(CN3CCN(C(=O)c4ccco4)CC3)n2Cc2ccc(Cl)cc2)n(C)c1=O
    -3	-7	1	0	7	-5	-3	4	3	4.3
- Cc1ccc(S(=O)(=O)Nc2ccc(NC(=O)/C=C/C(=O)O)cc2)cc1
    -4	0	5	-9	-3	-4	0	1	-7	-0.8
- Cc1ccc(C2C=C(c3ccccc3)Nc3ncnn32)cc1 (centres undefined)
    -11	-3	-4	-14	.	-4	-7	.	1	-1.4
- Cc1nnc(N(C)C(=O)Cc2ccc3c(c2)OCO3)s1
    -3	-8	0	-7	13	-1	3	3	3	0.0
- Cc1ccsc1C(=O)OCC(=O)NC1CCCC1
    -11	8	-6	-10	.	2	-5	.	-7	-0.8
- COc1ccccc1CCNC(=O)CSc1nc(-c2ccco2)cc(C(F)(F)F)n1
    -11	8	-7	-16	-8	-6	6	-7	-2	-0.2
- CCC1(NC(C)=O)CC2CC1CC2NC(C)=O (centres undefined)
    -3	7	-2	-8	-5	-5	-5	0	1	?
- COc1ccc(NC(=O)COC(=O)C2COc3ccccc3O2)cc1 (centres undefined)
    .	7	-1	.	.	-10	-7	.	-3	-0.1
- C[C@H](CO)N1C[C@H](C)[C@H](CN(C)C(=O)NC2CCCCC2)Oc2cc(-c3cccnc3)ccc2S1(=O)=O
    .	5	-14	.	.	-5	-6	.	-3	0.0

Screens as filed in PubChem BioAssay.

These rows are one share of the data; count on the stated rates, not on these rows.
